Assay outcomes from PubChem.
Rab9 promoter act: activators of Rab9 promoter | Huh7 Rab9 promoter-luciferase reporter, luminescence, 24 h | Potency, µM (doses to about 9.22 µM), for inactives: at the top dose activation, negative = inhibition, usual class: activators | AID 485297 | 320,000 tested, 2.8% active; note: potency is the fitted concentration of half-maximal effect; % of control where 0% means no effect; nearly all actives have a fitted effect of over 60% in size
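Stable Rab9-luc Huh7, 1500 cells/well, 2 h settle; cmpd in DMSO, 24 h, 37 °C/5% CO2; luciferase reagent 10 min RT; luminescence.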
FLuc modulator: counter-screen for miR-21 project: firefly luciferase inhibitors or activators; Potency, µM (doses to about 57.5 µM), without a hit: top-dose activity change, negative = inhibition, usual class: inhibitors; P08659; purified FLuc, Km substrates, luminescence inhibition; 360,000 tested, 6.9% active; AID 588342;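 note: potency is the fitted concentration of half-maximal effect; plate controls were vehicle for no effect and reference inhibitor for full effect; nearly all actives have a fitted effect of over 55% in size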
Target sequence (P08659 whole entry, looked up): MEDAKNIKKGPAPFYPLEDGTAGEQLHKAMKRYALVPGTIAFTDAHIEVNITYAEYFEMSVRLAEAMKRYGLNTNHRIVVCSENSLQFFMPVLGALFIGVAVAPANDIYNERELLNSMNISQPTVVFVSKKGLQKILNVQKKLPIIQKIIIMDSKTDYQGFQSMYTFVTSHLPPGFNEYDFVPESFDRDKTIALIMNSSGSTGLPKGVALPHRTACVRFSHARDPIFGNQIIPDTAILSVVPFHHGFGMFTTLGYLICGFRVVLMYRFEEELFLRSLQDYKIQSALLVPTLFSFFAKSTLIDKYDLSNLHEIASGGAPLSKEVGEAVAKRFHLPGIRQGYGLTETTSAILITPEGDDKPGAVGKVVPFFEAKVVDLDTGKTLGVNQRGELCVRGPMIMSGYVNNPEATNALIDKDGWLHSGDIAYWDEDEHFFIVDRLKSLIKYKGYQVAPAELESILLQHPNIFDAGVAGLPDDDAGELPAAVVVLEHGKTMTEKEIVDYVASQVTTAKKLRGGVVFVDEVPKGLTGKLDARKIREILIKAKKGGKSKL
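Purified P. pyralis luciferase, 10 nM final, with Km-level 10 uM D-luciferin and 10 uM ATP in 50 mM Tris acetate pH 7.5, 10 mM Mg acetate, 0.01% Tween-20, 0.05% BSA; 6-point qHTS titration about 60 µM downward; luminescence read.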
Giardia kill: kills Giardia lamblia; Giardia lamblia trophozoite viability; activity change, % at 7.66 µM, hits read low; 340,000 tested, 0.15% active; AID 540267; in the data active = activity change below about -80%; inconclusive = between about -30% and that limit;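 note: parasites exposed to compound for two days anaerobically before the ATP read; % is set by controls: 0 for no effect and ±100 for the full control effect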
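Luminescence from cellular ATP indicates surviving trophozoites (100 cells/well) following 48 hrs anaerobic compound treatment at 37 deg C; signal develops 15-30 min at room temperature.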
VP16 counter: Gal4-VP16 reporter inhibition counter-screen; Drosophila S2 Gal4-VP16 UAS-luciferase, luminescence, 20 h; Potency, µM (top dose mostly 53.6 µM), without a hit: at the highest dose activity, negative = inhibition, actives largely listed as inhibitors; 310,000 tested, 3.5% active; AID 2546;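 note: Gal4-VP16 expression switched on by copper sulfate through the metallothionein promoter; potency is the fitted concentration of half-maximal effect; % is set by controls: 0 for no effect and ±100 for the full control effect; nearly all actives have a fitted effect of over 50% in size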
uPA surface inh: blocks generation of uPA at the cell surface. 330,000 tested, 0.31% active. cell surface uPA generation assay, qHTS. Potency, µM (highest dose often 38.3 µM), inactives show top-dose activity change, negative = inhibition, hits mostly inhibitors; active = well fitted inhibition curve with a large enough effect; inconclusive = small, poorly fitted or top-dose-only effect; inactive = no such curve, though single readings can be large or run the other way; tested in mouse RAW 264.7 cells; note: potency is the fitted concentration of half-maximal effect; % is set by controls: 0 for no effect and ±100 for the full control effect; nearly all actives have a fitted effect of over 55% in size
KCNH2 3.1 inh: KCNH2 3.1 (human) potassium channel inhibition; U2OS KCNH2 3.1, thallium flux FluxOr; stronger effect = lower value; activity change, % (tested at about 1.8 µM); 340,000 tested, 0.95% active;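 active = maximum activity change below -70%; inconclusive = maximum activity change from -70% to -50%; inactive = maximum activity change above -50%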;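 note: thallium influx rate constant from kinetic fluorescence after stimulation buffer; % is set by controls: 0 for no effect and ±100 for the full control effect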
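U2OS cells transduced with KCNH2 3.1 mutant virus (1.77 x 10^8 /mL, 4 h), plated overnight at 37 C, loaded 45 min with FluxOr dye plus Red40 quencher. Thallium flux rate constant from kinetic reads after stimulation buffer, normalised to controls.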
ELG1 genotox: induces genotoxicity in HEK293T cells with luciferase-tagged ELG1; HEK293T ELG1-luciferase reporter, luminescence, 16 h; Potency, µM (highest dose often 46 µM), without a hit: at the top dose activity change, positive = activation, usual class: activators; 330,000 tested, 1.3% active; note: potency is the fitted concentration of half-maximal effect; % of control where 0% means no effect; nearly all actives have a fitted effect of over 60% in size
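Genotoxicity was scored as increased ELG1-luciferase reporter signal, measured by ONE-Glo luminescence (30 min, room temperature). Compound or vehicle exposure of the HEK293T reporter cells lasted 16 hr at 37°C.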
Coupling enz: coupling enzyme interference in Giardia aldolase counter-screen | coupling enzyme system counterscreen, AmpLite Red fluorescence | activity change, negative = inhibition, % at 58.2 µM, hits read low | 290,000 tested, 0.67% active; in the data active = activity change below about -30%; note: % is set by controls: 0 for no effect and ±100 for the full control effect
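Activity here indicates interference with the coupling reaction, not aldolase inhibition. Compounds at 57.5 uM final met coupling enzymes for 10 min at RT; substrate and AmpLite Red detection followed, with a 525/598 nm fluorescence read after 20 min.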
RORgamma inh: ROR gamma (mouse) transcription inhibition | 310,000 tested, 5.4% active | Potency, µM (highest dose often 53.6 µM), inactives show top-dose activity change, negative = inhibition, usual class: inhibitors | Drosophila S2 Gal4-RORgamma UAS-luciferase reporter, 20 h; note: potency is the fitted concentration of half-maximal effect; % is set by controls: 0 for no effect and ±100 for the full control effect; nearly all actives have a fitted effect of over 60% in size
Target sequence (P51450 whole entry, looked up, the tested form may be a part): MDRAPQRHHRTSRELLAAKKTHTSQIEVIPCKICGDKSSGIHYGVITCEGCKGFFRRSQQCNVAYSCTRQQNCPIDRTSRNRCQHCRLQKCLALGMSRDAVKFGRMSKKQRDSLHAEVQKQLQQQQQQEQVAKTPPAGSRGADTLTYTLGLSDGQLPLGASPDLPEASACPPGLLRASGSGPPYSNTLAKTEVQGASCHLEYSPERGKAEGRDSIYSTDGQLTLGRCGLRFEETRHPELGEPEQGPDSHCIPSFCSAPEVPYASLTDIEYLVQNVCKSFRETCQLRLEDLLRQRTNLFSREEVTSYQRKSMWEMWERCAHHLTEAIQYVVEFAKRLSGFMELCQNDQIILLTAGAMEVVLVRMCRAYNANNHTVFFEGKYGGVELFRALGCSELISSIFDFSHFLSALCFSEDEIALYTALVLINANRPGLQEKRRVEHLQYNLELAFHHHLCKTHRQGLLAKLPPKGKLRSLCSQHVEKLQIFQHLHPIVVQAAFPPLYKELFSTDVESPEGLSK
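Luminescence from a UAS-regulated Photinus luciferase reporter in stably transfected Drosophila Schneider cells is measured; decreased signal marks ROR gamma inhibition. Fusion expression is induced by 700 uM copper sulfate for 20 hr.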
NPC1 promoter act: NPC1 promoter activation; Huh7 NPC1 promoter luciferase reporter, 24 h; Potency, µM (series often up to 9.22 µM), inactives show top-dose activation, most hits filed as activators; 320,000 tested, 2.4% active; AID 485313;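 note: potency is the fitted concentration of half-maximal effect; % of control where 0% means no effect; nearly all actives have a fitted effect of over 60% in size; reporter is driven by a mutant NPC1 promoter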
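Compounds in DMSO were transferred onto Huh7 NPC1-luciferase reporter cells pre-incubated 2 h; after 24 h at 37 °C, Amplite reagent was dispensed and luminescence recorded 10 min later.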
Tb PFK block: inhibitors of T. brucei phosphofructokinase; O15648; T. brucei PFK, ADP-Glo luminescence; Potency, µM (titrated, usually from 57.5 µM), without a hit: at the highest dose activity, negative = inhibition, actives largely listed as inhibitors; 330,000 tested, 0.17% active;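 note: potency is the fitted concentration of half-maximal effect; 0% = uninhibited 1x PFK enzyme wells and -100% = no-enzyme wells; nearly all actives have a fitted effect of over 60% in size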
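In TEA buffer at pH 8.0 with 5 mM MgCl2, enzyme (1.25 nM) converted F6P (0.5 mM) and ATP (0.1 mM) for 45 min at room temperature. ADP product was read by luciferase luminescence.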
Starred values were filed as active, the others as inactive; ? = inconclusive; nt = not tested or not shown; [ ] = dose if it differs, or a comment. Unless noted, calls come from the whole dose curve; as a rule, active = well fitted curve in the direction sought with a large enough effect; inconclusive = small, poorly fitted or top-dose-only effect, or another doubt; inactive = no such curve, though single readings can be large; an effect the other way counts as inactive or inconclusive.

SMILES	Rab9 promoter act	FLuc modulator	Giardia kill	VP16 counter	uPA surface inh	KCNH2 3.1 inh	ELG1 genotox	Coupling enz	RORgamma inh	NPC1 promoter act	Tb PFK block
Cc1ccc(NC(=O)c2ccc(-n3cncn3)c([N+](=O)[O-])c2)cc1	-3%	-11%	3	-4%	2%	-1	-1%	-8	-7%	-3%	5%
O=C(NCc1ccncc1)c1cccc(Cn2cc(Br)cn2)c1	2%	-1%	-3	11%	-4%	1	-7%	6	20%	-1%	6%
COc1ccc(C2CC(c3cccs3)=NN2C(=O)c2ccccc2)cc1OC (centres undefined)	-2%	3%	-14	1%	1%	2	2%	0	21%	-1%	1%
O=c1c2ccccc2oc2cc(NCCCn3ccnc3)ccc12	0.71µM*	2.4µM*	-6	-21%	?	21	?	4	-40%	1.1µM*	2%
CC(=O)c1cccc(NC(=O)Cn2cnc(S(=O)(=O)N3CCOCC3)c2)c1	-2%	0%	9	-6%	-2%	-15	0%	nt	-12%	-14%	-7%
COc1ccc(COc2ccsc2C(=O)Nc2ccc(Cl)c(Cl)c2)cc1	0%	-20%	8	2%	-5%	-21	5%	1	30%	1%	-3%
Oc1ccc(Nc2nc3ccccc3nc2Nc2ccc(O)cc2)cc1	-3%	?	-2	?	-9%	-10	?	-12	16µM*	-4%	-5%
Cc1occc1C(=O)N/N=C/C=C/c1ccccc1[N+](=O)[O-]	-2%	?	-8	?	2%	3	6%	-2	11µM*	2%	1%
COc1ccc(CC(=O)N/N=C/c2ccc(-c3cccc(C(=O)O)c3)o2)cc1OC	1%	?	-7	13%	15%	2	15%	4	-22%	12%	2%
COc1ccccc1CNC(=O)Cn1cc2c(n1)CCCC2	8%	3%	-17	0%	12%	-3	23%	0	31%	7%	0%
Cc1ccc(C)c(OCc2cc(C(=O)N3CC[C@@H]4CCCC[C@H]4C3)no2)c1	?	?	-7	0%	2%	nt	?	nt	44%	?	0%
O=C(/C=C/c1ccccc1Cl)N(Cc1cccs1)C1CCS(=O)(=O)C1 (centres undefined)	1%	-17%	4	-8%	4%	9	-8%	0	20%	-4%	-4%

SMILES	Rab9 promoter act	FLuc modulator	Giardia kill	VP16 counter	uPA surface inh	KCNH2 3.1 inh	ELG1 genotox	Coupling enz	RORgamma inh	NPC1 promoter act	Tb PFK block
CSc1ccc(N2C(=O)NC3(CCCCC3)C2=O)cc1	?	?	1	10%	3%	17	?	5	?	?	-1%
CCN(CC(=O)NCCCN1CCOCC1)S(=O)(=O)c1ccc(Cl)cc1	0%	3%	-18	8%	0%	3	1%	-2	-4%	0%	1%
O=C(NNC(=O)c1csc(N2CCOCC2)n1)c1cccnc1	-5%	-21%	13	nt	0%	-3	5%	nt	nt	1%	4%
COC(=O)c1cc(NS(=O)(=O)c2ccc(NC(C)=O)cc2)ccc1Cl	-4%	3%	12	-14%	-4%	-9	0%	9	?	-3%	-7%
O=C(Nc1cccnc1)c1ccc(F)cc1	-1%	-9%	-9	-12%	-1%	18	1%	0	-8%	-2%	-1%
CC(=O)C(Sc1nc(N(C)C)nc(N(C)C)n1)C(=O)Nc1ccccc1 (centres undefined)	-4%	-6%	-15	-8%	-1%	-31	0%	6	6%	-2%	-9%
O=C(Nc1nc2nc(-c3ccccc3)cc(-c3ccccc3)n2n1)c1ccco1	-4%	-2%	8	?	-10%	5	-2%	-3	-35%	-7%	2%
Cc1ccc(S(=O)(=O)c2nc(S(C)(=O)=O)sc2N2CCOCC2)cc1	-5%	2%	-10	12%	-7%	0	-9%	nt	-19%	-3%	0%
Cc1ccc(C(C)C)c(OCC(=O)NC2CCN(C)CC2)c1	-2%	-1%	30[activator]	-2%	0%	15	1%	nt	-10%	1%	0%
COc1cccc(CNC(=O)c2cccc(S(=O)(=O)N3CCN(c4ccc(F)cc4)CC3)c2)c1	3%	3%	0	nt	5%	?	29%	nt	nt	-2%	0%
CCCN1CCC(=O)N([C@H](CSc2ccc(OC)cc2)CC(C)C)CC1	?	15µM*	-2	4%	-11%	nt	?	-2	-23%	?	-5%
COc1ccc(N(CC(=O)Nc2ccc(S(=O)(=O)N3CCOCC3)cc2)S(=O)(=O)c2ccccc2)cc1	-4%	0%[2.3 µM]	-3	-15%	-11%	-8	-12%	-7	3%	0%	-2%

SMILES	Rab9 promoter act	FLuc modulator	Giardia kill	VP16 counter	uPA surface inh	KCNH2 3.1 inh	ELG1 genotox	Coupling enz	RORgamma inh	NPC1 promoter act	Tb PFK block
CCOc1ccc(CNC(=O)Cn2nc(C)n3nc(-c4ccccc4)cc3c2=O)cc1	-4%	-2%	-22	-5%	10%	5	3%	nt	4%	-1%	-2%
CCOC(=O)Nc1ccc2c(CN3CCC(C(=O)OC)CC3)cc(=O)oc2c1	0%	2%	12	-16%	14%	9	5%	0	-21%	0%	-1%
COc1cc(-c2nnc(NC(=O)CCS(=O)(=O)c3ccccc3)o2)cc(OC)c1OC	2%	7%	5	nt	6%	0	15%	nt	nt	-1%	6%
Cc1cc(SC(C)C(=O)Nc2c(C)n(C)n(-c3ccccc3)c2=O)nc2ccccc12 (centres undefined)	4%	-1%	5	?	4%	2	-1%	7	?	-1%	0%
CC1(C)C2CCC1(CS(=O)(=O)N1CCC(C(N)=O)CC1)C(=O)C2 (centres undefined)	3%	-3%	8	-9%	0%	8	9%	nt	3%	-3%	0%
Cc1ccc(NC(=O)Cn2c(=O)n(Cc3ccco3)c(=N)c3c4c(sc32)COC(C)(C)C4)cc1	-2%	0%	24	12%	12%	-13	-11%	-2	0%	2%	-1%
COc1cc(CNCCc2ccccc2F)ccc1OCC(=O)N1CCCCC1	-4%	-2%	-9	-11%	-6%	-10	0%	0	0%	-1%	0%
Cc1cc(NS(=O)(=O)c2ccc(NC(=O)Nc3cccc(C(F)(F)F)c3)cc2)no1	-1%	4%	25	-2%	-1%	-20	-3%	4	2%	-1%	?
CCOc1ccc(-n2c(C)c(C(C)=O)c3cc(OC(C)=O)ccc32)cc1	-3%	3%	-17	-14%	-4%	-3	-20%	-2	-18%	1%	2%
Cc1cc(C)n(-c2nc3c(c(=O)[nH]c(=O)n3C)n2CC(O)COc2ccc(Cl)cc2Cl)n1 (centres undefined)	-17%	8%	-4	-7%	-11%	-35	0%	1	?	-26%	0%
CC(C)(C)NC(=O)CN(C(=O)C(=O)Nc1ccc2c(c1)OCCO2)N1CCOCC1	-3%	1%	-4	-16%	0%	-30	2%	0	-4%	0%	1%
CC1(C)C(c2cccs2)=[N+]([O-])C2(CCCCC/C2=N\NC(N)=S)N1O (centres undefined)	7%	-6%	-5	6%	0%	7	2%	-11	0.63µM*	5%	-7%

SMILES	Rab9 promoter act	FLuc modulator	Giardia kill	VP16 counter	uPA surface inh	KCNH2 3.1 inh	ELG1 genotox	Coupling enz	RORgamma inh	NPC1 promoter act	Tb PFK block
O=c1[nH]cnc(O)c1C(c1ccc(F)cc1)c1c(O)nc[nH]c1=O	3%	-1%	7	5%	6%	-4	0%	1	-1%	-3%	0%
CCc1cc(=O)[nH]c(SCc2ccc(C)cc2)n1	1%	?	2	0%	-1%	-34	2%	1	-18%	1%	1%
O=C(CSCc1ccc(Cl)cc1)N1CCCCC1	?	17µM*	13	1%	3%	22	8.9µM*	-4	0%	6.3µM*	0%
O=c1c2ccccc2nc2sc(Nc3cccc(Cl)c3)nn12	-3%	?	-27	nt	26%	nt	?	nt	nt	?	2%
COc1ccc(CN(C(=O)c2oc3ccccc3c2C)C2CCS(=O)(=O)C2)cc1 (centres undefined)	-2%	-2%	12	10%	-3%	-5	-3%	1	-6%	-3%	-1%
CC12CCC(C(=O)Nc3cccc(Cl)c3Cl)([C@H](Br)C1=O)C2(C)C (some centres undefined)	-4%	0%	16	-3%	-5%	-4	-6%	5	-25%	-5%	1%
COc1cc(OC)cc(-c2nc3ccccc3c(=O)n2OC(=O)c2ccc(C)c(C)c2)c1	-2%	2%	13	?	-5%	-9	-9%	0	?	-8%	8%
O=C(Nc1ccc2c(c1)OCO2)N1CCN(C/C=C/c2ccccc2)CC1	-7%	-5%	6	nt	-4%	-9	15%	4	7%[0.365 µM]	2%	-11%
CCCN1CCC(=O)N([C@H](COc2ccccc2)Cc2ccccc2)CC1	-1%	4%	-24	4%	-2%	-13	-1%	3	6%	1%	0%
C[C@H](CO)N1C[C@H](C)[C@@H](CN(C)C(=O)Nc2ccccc2)Oc2ccc(NC(=O)CCC(F)(F)F)cc2C1=O	nt	nt	-11	nt	3%	33	-1%	nt	nt	nt	7%
